Screening results deposited in PubChem by NCI.
All columns: NCI-60 one-dose screen, growth in % after 48 h at 10 µM unless noted; 100 = growth as untreated, 0 = no growth, -100 = all killed.
RXF 393: RXF 393 renal cancer cells; 77,000 tested, 6.9% active
786-0: 786-0 renal cancer cells | 81,000 tested, 5.1% active
ACHN: ACHN renal cancer; 81,000 tested, 4.9% active; AID 1794771
CAKI-1: CAKI-1 renal cancer; 75,000 tested, 4.7% active; AID 1794772
U251: U251 CNS tumor cells; 80,000 tested, 5.4% active
UO-31: UO-31 renal cancer | 81,000 tested, 5.2% active
SN12C: SN12C renal cancer cells | 81,000 tested, 3.8% active | AID 1794767
A498: A498 renal cancer cells | 76,000 tested, 5.4% active | AID 1794774
TK-10: TK-10 renal cancer cells; 81,000 tested, 3.9% active; AID 1794769
Numbers without * were called inactive; x = not tested or not shown; & = joins results of further samples. How the source made its calls: active means growth percent below 10; inactive means the rest.

The first 19 compounds as a preview:
SMILES	RXF 393	786-0	ACHN	CAKI-1	U251	UO-31	SN12C	A498	TK-10
Cc1cc(=O)n(C(=S)Nc2ccc([N+](=O)[O-])cc2)c2cc(O)ccc12	104	102	95	86	98	67	101	101	113
CC(C)C(NC(=O)c1ccccc1)C(=O)O (stereo not drawn)	137	107	110	98	103	91	112	106	109
CC(C)(C)c1ccc(NC(=O)Nc2cc(C(F)(F)F)cc(C(F)(F)F)c2)c(-c2nn[nH]n2)c1	100	108	100	96	95	84	93	79	117
COc1ccc(/C=C2\SC(=O)N(Cc3cc4ccccc4nc3Cl)C2=O)cc1OC	109	116	111	93	105	92	106	120	110
CCOc1cc(C)c2cc(Cc3ccc4nc(OCC)cc(C)c4c3)ccc2n1	95	104	108	98	105	81	101	96	99
Cc1cc(C)cc(NC(=O)CSc2nnc(-c3ccc(NC(=O)c4cccnc4)cc3)o2)c1	105	106	113	95	86	98	45	90	113
CC(C)N1CCSc2ssc(=S)c21	92	89	109	x	91	96	106	93	104
CC(=O)c1ccc(NC(=O)CSc2nnc(-c3cc(-c4ccc(C)cc4)nc4ccccc34)o2)cc1	59	3.1*	64	x	-60*	11	20	71	43
Fc1cc(-c2nn3c(-c4cc(F)c(Cl)cc4Cl)nnc3s2)c(Cl)cc1Cl	103	86	101	87	101	69	93	121	124
CNC(=O)c1cc(-n2ccc3cc(NC(=S)Nc4cccc(C(F)(F)F)c4)ccc32)ccn1	84	90	98	81	82	81	88	53	94
NC(N)=NS(=O)(=O)c1ccc(NC2Nc3nc4ccccc4nc3S2)cc1 (stereo not drawn)	113	102	93	92	103	78	97	99	113
O=C(NNC(=O)c1ccncc1)C1=CN=C2Sc3ccccc3N2[C@H]1c1ccccn1	100	118	97	95	104	90	x	83	90
CC(NC(=O)c1ccc2ccccc2n1)C(=O)O (stereo not drawn)	99	103	106	85	97	87	100	129	97
Cc1ccc(NC(=O)OC(C)N2CCCCC2)cc1NC(=O)OC(C)N1CCCCC1 (stereo not drawn)	104	99	100	91	101	74	108	82	110
CCCn1c(O)c(N=Nc2nc(-c3cc4ccccc4oc3=O)cs2)c2cc(Br)ccc21	x	75	91	96	86	85	95	130	125
CC(=O)Nc1cccc(-c2nc3ccccc3n2Cc2ccc(C)cc2)c1	111	106	95	95	92	73	93	92	101
C=C(C)CN(CC(=C)C)C(=N)OCC1CCCO1 (stereo not drawn)	105	102	100	110	103	87	107	101	103
O=c1nc(-c2ccccc2)c2cc(-c3ccc(C(F)(F)F)nc3)ccc2[nH]1	105	100	96	93	105	76	102	104	100
CSc1ccc(C(=NNS(=O)(=O)c2ccc(C)cc2)c2ccc(F)cc2)cc1	105	99	98	87	97	88	98	106	103

The whole of this part, previewed entries included:
SMILES	RXF 393	786-0	ACHN	CAKI-1	U251	UO-31	SN12C	A498	TK-10
Cc1cc(=O)n(C(=S)Nc2ccc([N+](=O)[O-])cc2)c2cc(O)ccc12	104	102	95	86	98	67	101	101	113
CC(C)C(NC(=O)c1ccccc1)C(=O)O (stereo not drawn)	137	107	110	98	103	91	112	106	109
CC(C)(C)c1ccc(NC(=O)Nc2cc(C(F)(F)F)cc(C(F)(F)F)c2)c(-c2nn[nH]n2)c1	100	108	100	96	95	84	93	79	117
COc1ccc(/C=C2\SC(=O)N(Cc3cc4ccccc4nc3Cl)C2=O)cc1OC	109	116	111	93	105	92	106	120	110
CCOc1cc(C)c2cc(Cc3ccc4nc(OCC)cc(C)c4c3)ccc2n1	95	104	108	98	105	81	101	96	99
Cc1cc(C)cc(NC(=O)CSc2nnc(-c3ccc(NC(=O)c4cccnc4)cc3)o2)c1	105	106	113	95	86	98	45	90	113
CC(C)N1CCSc2ssc(=S)c21	92	89	109	x	91	96	106	93	104
CC(=O)c1ccc(NC(=O)CSc2nnc(-c3cc(-c4ccc(C)cc4)nc4ccccc34)o2)cc1	59	3.1*	64	x	-60*	11	20	71	43
Fc1cc(-c2nn3c(-c4cc(F)c(Cl)cc4Cl)nnc3s2)c(Cl)cc1Cl	103	86	101	87	101	69	93	121	124
CNC(=O)c1cc(-n2ccc3cc(NC(=S)Nc4cccc(C(F)(F)F)c4)ccc32)ccn1	84	90	98	81	82	81	88	53	94
NC(N)=NS(=O)(=O)c1ccc(NC2Nc3nc4ccccc4nc3S2)cc1 (stereo not drawn)	113	102	93	92	103	78	97	99	113
O=C(NNC(=O)c1ccncc1)C1=CN=C2Sc3ccccc3N2[C@H]1c1ccccn1	100	118	97	95	104	90	x	83	90
CC(NC(=O)c1ccc2ccccc2n1)C(=O)O (stereo not drawn)	99	103	106	85	97	87	100	129	97
Cc1ccc(NC(=O)OC(C)N2CCCCC2)cc1NC(=O)OC(C)N1CCCCC1 (stereo not drawn)	104	99	100	91	101	74	108	82	110
CCCn1c(O)c(N=Nc2nc(-c3cc4ccccc4oc3=O)cs2)c2cc(Br)ccc21	x	75	91	96	86	85	95	130	125
CC(=O)Nc1cccc(-c2nc3ccccc3n2Cc2ccc(C)cc2)c1	111	106	95	95	92	73	93	92	101
C=C(C)CN(CC(=C)C)C(=N)OCC1CCCO1 (stereo not drawn)	105	102	100	110	103	87	107	101	103
O=c1nc(-c2ccccc2)c2cc(-c3ccc(C(F)(F)F)nc3)ccc2[nH]1	105	100	96	93	105	76	102	104	100
CSc1ccc(C(=NNS(=O)(=O)c2ccc(C)cc2)c2ccc(F)cc2)cc1	105	99	98	87	97	88	98	106	103
COc1ccc2c(c1)/C(=C\c1c[nH]c3ccc(F)cc13)C(=O)N2	95	97	53	57	83	58	82	69	96
COc1ccc2oc(=O)cc(C3C(C#N)=C(N)Oc4cc(O)ccc43)c2c1 (stereo not drawn)	114	95	104	x	103	88	101	106	90
NC(=S)N1N=C(c2ccc(F)cc2)CC1c1ccc2c(c1)OCO2 (stereo not drawn)	117	92	97	92	103	65	88	90	100
O=S(Cc1ccccc1)/C(=C/n1c(=S)[nH]c2ccccc21)c1ccccc1 (stereo not drawn)	104	97	97	91	91	72	93	107	105
COc1cccc(C(C)(c2c[nH]c3ccccc23)c2c[nH]c3ccccc23)c1	87	92	74	69	85	51	92	122	91
COc1ccc([C@H]2c3[nH]c4ccccc4c3C[C@H]3C(=O)N(C4CCN(Cc5c(F)cccc5F)CC4)CC(=O)N23)c(OC)c1	x	80	55	33	54	38	72	81	77

Continuation:
SMILES	RXF 393	786-0	ACHN	CAKI-1	U251	UO-31	SN12C	A498	TK-10
CC/C=C(\CCC)C(C)(C#N)C(=O)OCC (stereo not drawn)	104	107	106	x	100	103	100	118	x
O=C(Cn1c(=O)[nH]c2ccccc2c1=O)N1CCCCC1	94	93	107	98	99	92	95	97	97
NS(=O)(=O)c1ccc(-n2cc(CN3C(=O)CN(/N=C/c4ccc([N+](=O)[O-])o4)C3=O)nn2)cc1	107	98	100	92	100	78	97	x	114
CCc1cc(NC(=O)Cc2ccc(F)c(F)c2)n(-c2ccccc2)n1	x	101	102	87	98	86	103	93	101
Cc1cc(C(=O)O)cc(C)c1N	117	98	108	x	108	84	103	112	97
O=C(Nc1ccc(C(=O)/C=C/c2ccc(N3CCCC3)cc2)cc1)Nc1ccc([N+](=O)[O-])cc1	114	108	102	86	99	81	102	79	114
COC(=O)c1ccccc1N=NC(C#N)C(N)=O (stereo not drawn)	95	104	101	86	101	97	105	86	104
O=C(Cn1cc(Cn2c(=O)c(-c3nc4ccccc4[nH]3)cc3ccccc32)nn1)Nc1ccccc1	94	99	79	75	93	64	97	73	99
Cn1c(=O)c2[nH]c(CCC3CCCCC3)nc2n(C)c1=O	85	93	92	90	92	90	93	81	107
CC(C)Sc1nc(Oc2ccccc2/C=C2/SC(=O)NC2=O)c(C#N)c(-c2ccc(F)cc2)n1	101	105	98	88	101	77	99	98	123
O=C1S/C(=C\c2ccc(Cl)cc2)C(=O)N1Cc1cc(=O)oc2ccc(Cl)cc12	131	100	106	x	107	78	104	115	106
O=C(NNC(=O)N1c2ccccc2C=Cc2ccccc21)c1ccccc1	106	103	102	97	109	96	102	103	96
Cc1nc(N)sc1C(=O)Nc1ccc(F)cc1	108	97	100	103	95	89	97	109	110
CN1CCN(CCCn2c(=O)c3sc4ncccc4c3n3nnc(-c4ccccc4)c23)CC1	-68*	5.4*	-6.5*	-39*	-82*	-75*	48	65	-44*
Cc1nc2ccccc2c(/C=C/c2ccc(Cl)cc2)c1C(=O)/C=C/c1ccc(F)cc1	-49*	-25*	3.9*	-10*	-77*	-79*	-10*	-4.1*	43
O=S(=O)(Cl)c1ccccc1Cl	118	107	104	90	96	84	93	114	117
CC(=O)CCC(C#N)(C#N)C(C#N)(C#N)CCC(C)=O	125	94	104	89	97	81	104	119	94
COc1ccc(C2CC(c3ccc4ccccc4c3)=NN2c2nc(O)c(C3=c4cc(Cl)ccc4=NC3=O)s2)cc1 (stereo not drawn)	-67*	-80*	-64*	-50*	-95*	-85*	-31*	-84*	-67*
O=C(O)CCCn1c(SCc2c(Cl)cccc2Cl)nc2ccsc2c1=O	-28*	24	47	31	18	38	53	-1.9*	48
C#CCN=C[C@]12CCC(C)(C)C[C@H]1C1=CC[C@@H]3[C@@]4(C)CCC(=O)C(C)(C)[C@@H]4CC[C@@]3(C)[C@]1(C)CC2	102	104	94	46	90	100	92	82	113
COc1ccc(-c2cc(=O)c3c(C)cc(O)cc3o2)cc1OC	81	91	74	69	76	49	82	79	78
Nc1cccc(SC(CC(=O)c2ccc(-c3ccccc3)cc2)c2ccco2)c1 (stereo not drawn)	x	99	99	97	x	73	104	x	116
O=c1c(-c2nnc(SCc3ccccc3)o2)cnc2nc[nH]n12	108	90	104	95	95	89	101	90	91
O=C1NC(c2ccc(Cl)c(Cl)c2)=C/C1=C/c1ccc([N+](=O)[O-])cc1	106	97	97	91	99	70	96	109	122
CCCSc1nnc(-c2c(C)nc3ccc(Br)cn23)o1	116	92	77	81	89	64	92	84	78

Entries from the list above that contain a thiophene ring, fused or not (two):
SMILES	RXF 393	786-0	ACHN	CAKI-1	U251	UO-31	SN12C	A498	TK-10
CN1CCN(CCCn2c(=O)c3sc4ncccc4c3n3nnc(-c4ccccc4)c23)CC1	-68*	5.4*	-6.5*	-39*	-82*	-75*	48	65	-44*
O=C(O)CCCn1c(SCc2c(Cl)cccc2Cl)nc2ccsc2c1=O	-28*	24	47	31	18	38	53	-1.9*	48

Continued:
SMILES	RXF 393	786-0	ACHN	CAKI-1	U251	UO-31	SN12C	A498	TK-10
Clc1ccc(-c2nocc2-c2c[nH]c3ccccc23)cc1	94	96	92	85	40	58	95	82	125
C/C(Cc1ccc(Cl)cc1)=C(/c1ccc(Cl)cc1)c1ccc(OCCN2CCCC2)cc1	86	86	94	76	58	68	82	103	96
Clc1ccc(/C=C/c2nc(Nc3ccc(Cl)cc3)c3ccccc3n2)cc1	x	102	105	90	100	70	103	95	121
COc1c(/C=N\NC(=S)SCc2ccccc2)c(O)cc2oc(C)cc(=O)c12	77	59	51	45	54	31	79	70	59
O=C(Nc1ccc(Br)cc1F)c1cc(F)ccc1O	4.6*	-4.7*	1.8*	-17*	3.4*	6.9*	3.3*	-69*	3.6*
Cn1c(=O)c2[nH]c(Cc3ccsc3)nc2n(C)c1=O	106	102	103	x	99	94	99	x	98
CS(=O)(=O)OCCC(=O)N1CCN(C(=O)CCOS(C)(=O)=O)CC1	102	106	103	x	98	89	107	x	111
COc1cc(C(N)=O)c(OC)c2c1OCO2	116	106	105	109	104	94	106	x	109
O=C(Nc1ncc(Cc2cc(C(F)(F)F)ccc2Cl)s1)C1=NCCCN1	100	98	100	92	95	85	97	93	108
CCCS(=O)(=O)OCCO[C@H]1Cc2cc3ccc(=O)oc3cc2OC1(C)C	x	101	108	94	107	88	106	105	107
CCOC(=O)c1cc(-c2nc3ccccc3s2)c(=O)n(NS(=O)(=O)c2ccc(C)cc2)c1N	115	104	103	82	100	88	101	x	136
COc1ccc(OC)c(/C(C)=N/NC(=O)CSc2nc3ccccc3c(=O)n2CCc2ccc(S(N)(=O)=O)cc2)c1	99	110	104	101	100	89	96	x	122
NC(=O)C1=C(N)c2ccccc2C1c1ccccc1 (stereo not drawn)	111	100	106	90	102	86	109	89	115
COc1ccc(C(=O)C[n+]2cc3ccccc3cc2C)cc1	82	99	93	77	94	92	112	91	50
Nc1nn2c(-c3cc4cc(Br)ccc4oc3=O)ccnc2c1N=Nc1ccc(Cl)cc1	37	86	70	86	47	79	71	130	103
COc1cccc(Cn2cc(C(=O)Nc3cccnc3Nc3ccc(OC)c(OC)c3)nn2)c1	103	105	110	91	105	77	94	123	107
COc1cc(-c2ccc(N=Nc3c(O)ccc4ccccc34)c(OC)c2)ccc1N=Nc1ccc2c(S(=O)(=O)O)cc(S(=O)(=O)O)c(N)c2c1O	101&106	103&98	99&93	96	105&102	62&64	96&92	102&90	112&140
COc1ccc(NC(=O)Cn2c3ccc(Cl)cc3c3ccc([C@H](C)C(=O)O)cc32)cc1	94	98	83	87	92	78	101	79	95
CC(O)C1OC(O)C2OC(C)(C)OC12 (stereo not drawn)	106	98	105	103	106	94	112	120	108
CCCN(CCC)C(=O)SCC	106	109	114	89	102	101	105	103	98

No enrichment for hits; 12% or so of the library scored in one or more.
